Assay outcomes (PubChem BioAssay)
S2 tox = reduces viability in counter-screen for ATXN expression inhibitors; S2 cells (HEK-293 line with an ATXN2-luciferase reporter) viability, CellTiter-Fluor protease fluorescence, 24 h; Potency, µM (doses to about 56.7 µM), most hits filed as cytotoxic; 400,000 compounds, 0.49% hits; AID 651635; note: potency is the fitted concentration of half-maximal effect; nearly all actives have a fitted effect of over 40% in size
EPAC2 ag = activates human EPAC2 exchange factor; EPAC2 activation, biochemical qHTS; response scale: 100% = 6.5 mM cAMP response; Potency, µM (highest dose often 154 µM), for the others: at the top dose activation, hits mostly activators; 360,000 compounds, 0.079% hits; AID 720711; note: potency is the fitted concentration of half-maximal effect; nearly all actives have a fitted effect of over 50% in size
Target sequence (Q8WZA2 whole entry, looked up): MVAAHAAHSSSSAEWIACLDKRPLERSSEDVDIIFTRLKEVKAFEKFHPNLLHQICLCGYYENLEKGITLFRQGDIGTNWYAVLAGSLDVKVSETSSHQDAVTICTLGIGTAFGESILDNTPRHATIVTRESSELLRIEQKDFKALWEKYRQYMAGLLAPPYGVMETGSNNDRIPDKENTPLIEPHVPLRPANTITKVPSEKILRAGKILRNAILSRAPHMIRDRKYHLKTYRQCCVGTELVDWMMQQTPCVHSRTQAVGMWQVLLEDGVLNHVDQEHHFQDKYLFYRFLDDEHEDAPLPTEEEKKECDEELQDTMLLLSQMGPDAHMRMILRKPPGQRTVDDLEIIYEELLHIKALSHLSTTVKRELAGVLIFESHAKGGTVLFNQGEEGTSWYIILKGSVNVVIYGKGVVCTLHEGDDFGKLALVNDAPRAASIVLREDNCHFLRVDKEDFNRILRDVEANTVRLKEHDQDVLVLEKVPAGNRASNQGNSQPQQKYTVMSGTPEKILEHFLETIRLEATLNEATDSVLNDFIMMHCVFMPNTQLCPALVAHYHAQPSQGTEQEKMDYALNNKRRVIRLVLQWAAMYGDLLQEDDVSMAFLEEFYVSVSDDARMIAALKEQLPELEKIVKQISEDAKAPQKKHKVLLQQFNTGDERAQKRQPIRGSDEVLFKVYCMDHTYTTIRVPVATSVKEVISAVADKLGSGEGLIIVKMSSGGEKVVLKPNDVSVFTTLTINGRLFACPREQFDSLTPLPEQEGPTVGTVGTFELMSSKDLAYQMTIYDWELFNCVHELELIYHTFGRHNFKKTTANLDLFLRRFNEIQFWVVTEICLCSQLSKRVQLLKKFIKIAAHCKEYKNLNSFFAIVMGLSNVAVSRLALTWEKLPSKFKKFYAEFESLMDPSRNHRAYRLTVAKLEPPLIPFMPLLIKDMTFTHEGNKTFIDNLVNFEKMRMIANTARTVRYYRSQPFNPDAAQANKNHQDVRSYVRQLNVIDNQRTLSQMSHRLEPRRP
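Fluorescence exchange assay: 100 nM EPAC2 with 250 nM RAP1B-BODIPY-GDP and 50 uM GDP; compounds tested as a concentration-titration series (qHTS). Loss of Rap1-bound BODIPY-GDP fluorescence read at 480/540 nm; data normalized to 6.5 mM cAMP.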
HepG2 viability = HepG2 cytotoxicity, counter-screen for TGF-b inhibitors. Potency, µM (top dose mostly 46.1 µM), for inactives: top-dose activity change, negative = cytotoxicity, hits mostly cytotoxic. AID 588856. HepG2 CAGA-GFP viability, ATP luminescence, 18 h. 410,000 compounds, 0.76% hits; note: potency is the fitted concentration of half-maximal effect; some results filed as inactive show a strong effect at the top dose
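HepG2 CAGA-GFP cells (1000/well, DMEM with 1% FBS) received compound, then TGF-beta at 500 pg/mL final, and were incubated 18 hours at 37 degrees C. Viability was read by CellTiter-Glo luminescence. Media-only wells were set as complete cell-killing and DMSO as no toxicity.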
TGFb SMAD3 inh = inhibitors of TGF-b signaling. HepG2 CAGA-GFP TGF-b/SMAD3 reporter, GFP fluorescence, 18 h; TGF-beta stimulated, 500 pg/mL final. Potency, µM (doses to about 46.1 µM), for the others: top-dose activity, negative = inhibition, hits mostly inhibitors. AID 588855. 410,000 compounds, 1.2% hits; note: potency is the fitted concentration of half-maximal effect; % is set by controls: 0 for no effect and ±100 for the full control effect; nearly all actives have a fitted effect of over 65% in size
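Using HEPG2 CAGA-GFP reporter cells at 1000 cells/well, we pinned test compounds, stimulated with recombinant TGF-beta (500 pg/mL final) and measured total well GFP after 18 h.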
A549 tox = counter-screen for Nrf2 inhibitors: cytotoxicity in A549 cells | A549 ARE-Fluc cells, CellTiter-Fluor viability, 18-24 h | Potency, µM (top dose mostly 46 µM), for the others: at the highest dose activity change, negative = cytotoxicity, most hits filed as inhibitors | 390,000 compounds, 0.16% hits; note: potency is the fitted concentration of half-maximal effect; % is set by controls: 0 for no effect and ±100 for the full control effect
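A549 ARE-Fluc cells in 5% FBS OPTI-MEM, 5000 cells/well, rested 2 h then exposed to compounds in concentration-response for 18-24 h at 37 °C. Viability by CellTiter-Fluor fluorescence (Ex 405/Em 525) after 30 min; luciferase luminescence (BugLite, 15 min, RT) read afterwards.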
IL-2 act = activates IL-2 in a cell-based reporter assay. IL-2 activation reporter assay, cell-based qHTS; stimulated with anti-CD3/CD4/CD28 beads; in transgenic mouse T cells. activation, % (series mostly up to about 46 µM). 360,000 compounds, 0.065% hits; in the data active = activation above about 50%; inconclusive = mostly about 30% to 49%; note: 0% is about no effect
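First, unstimulated transgenic mouse T cells were exposed to compound for 60 min. Next, anti-CD3/anti-CD4-coated beads with anti-CD28 were added. Finally, after 18 h at 37 degrees C, EGFP and DsRed were imaged.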
ATXN2 expr inh = reduces ATXN2 reporter expression in HEK-293 cells. 360,000 compounds, 0.72% hits. HEK-293 ATXN2-luciferase reporter, luminescence, 24 h. Potency, µM (titrated, usually from 57 µM), without a hit: at the highest dose activity change, negative = inhibition, usual class: inhibitors; note: potency is the fitted concentration of half-maximal effect; % is set by controls: 0 for no effect and ±100 for the full control effect; nearly all actives have a fitted effect of over 55% in size
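ATXN2-luciferase reporter cells (luciferase flanked by upstream and downstream ATXN2 gene portions) were treated 24 h at 37 °C with compounds at up to 57 uM. SteadyGlo luminescence gave expression; GF-AFC fluorescence gave viability.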
Nrf2 inh = blocks Nrf2 signaling. 360,000 compounds, 2.1% hits. A549 ARE-Fluc reporter, luciferase luminescence, 18-24 h. Potency, µM (titrated, usually from 46 µM), for the others: at the top dose activity change, negative = inhibition, actives largely listed as inhibitors; note: potency is the fitted concentration of half-maximal effect; % is set by controls: 0 for no effect and ±100 for the full control effect; nearly all actives have a fitted effect of over 60% in size
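Two sequential reads on A549 ARE_Fluc cells exposed to compound for 18-24 h: a CellTiter-Fluor fluorescence read for viability, then a luciferase luminescence read for Nrf2/ARE activity.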
Nrf2 ARE act = activates Nrf2 signaling | Potency, µM (series often up to 46.1 µM), inactives show at the top dose activation, most hits filed as activators | AREc32 ARE-luciferase reporter (MCF7-derived line), luminescence, 24 h | 410,000 compounds, 0.31% hits; note: potency is the fitted concentration of half-maximal effect; % of control where 0% means no effect; nearly all actives have a fitted effect of over 65% in size
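Nrf2 activation is followed as ARE-luciferase induction in the AREc32 line after one day of compound treatment; luminescence is read with Steady-Glo.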
* marks the source's active call; other numbers are inactive results; i = inactive; ? = inconclusive; / = not tested or not shown; & = joins results of further samples. Unless noted, calls come from the whole dose curve; as a rule, active = well fitted curve in the direction sought with a large enough effect; inconclusive = small, poorly fitted or top-dose-only effect, or another doubt; inactive = no such curve, though single readings can be large; an effect the other way counts as inactive or inconclusive.

SMILES	S2 tox	EPAC2 ag	HepG2 viability	TGFb SMAD3 inh	A549 tox	IL-2 act	ATXN2 expr inh	Nrf2 inh	Nrf2 ARE act
CN1CCN(C(CNS(=O)(=O)c2cccs2)c2cccnc2)CC1 (stereo not given)	i	8.5%	-40.9%	?	10.2%	-0.8	-1.9%	12.5%	0.3%
O=C(CN1C2CCCC1CC(NC(=O)C1CCCCC1)C2)Nc1ccccc1C(F)(F)F (stereo not given)	?	6.3%	-13.3%	?	-8.1%	-3.9	?	23.1µM*	2.9%
O=[N+]([O-])c1cccc(-c2noc(COc3ccccc3)n2)c1	i	10.0%	-4.5%	9.3%	0.8%	-0.2	6.9%	5.9%	0.5%
CS(=O)(=O)CCSc1ncccc1C(=O)NCc1cccs1	i	7.9%	0.5%	-1.2%	-9.9%	-0.6	/	?	-0.7%
O=C(O)c1ccc(SCc2cnc(Cl)s2)cc1	?	5.0%	-3.2%	2.7%	4.3%	0.2	?	-11.1%	-0.3%
Cc1cccn2c(=O)nc(SCC(=O)N3CCC(Cc4ccccc4)CC3)nc12	i	-3.3%	-2.4%	1.7%	0.6%	-1.9	-9.1%	?	1.8%
Cc1ccc2c(c1C)-c1c(ccc(C)c1C)C(=O)C2=O	?	13.8%	3.98µM*	2.51µM*	?	-0.3	?	?	-3.3%
Cc1ccccc1N1Cc2ccccc2C1	i	-5.7%	0.4%	5.5%	-0.6%	0.9	-6.0%	7.6%	0.9%
O=C1CSC(c2ccccc2)N1c1ccc([N+](=O)[O-])cc1 (stereo not given)	i	14.1%	5.1%	6.3%	0.1%	0.2	-4.9%	1.0%	-0.1%
CC(C)N(C(=S)Nc1ccc(S(=O)(=O)N2CCOCC2)cc1)c1ccccc1	i	12.9%	-15.6%	20.8%	9.9%	0.8	-9.8%	-6.1%	0.3%
CCOC(=O)c1csc(NC(=O)CSc2nnnn2-c2ccc3c(c2)OCCO3)n1	i	4.0%	-11.3%	4.4%	4.2%	0.2	-2.0%	?	3.4%
COc1cc(OC)c(NC(=O)Cn2cnc3sc(C)c(S(=O)(=O)N4CCN(C)CC4)c3c2=O)cc1Cl	i	/	-13.3%	-16.5%	0.5%	/	4.5%	?	3.6%
COc1ccc(CN2CCC(n3nccc3NC(=O)CCOc3ccccc3)CC2)cc1C	i	3.9%	-38.5%	-10.6%	-15.3%	-1.2	-13.5%	?	2.6%
O=C(Nc1ccccc1N1CCOCC1)C1CCN(S(=O)(=O)c2cccc(C(F)(F)F)c2)CC1	i	2.3%	-4.2%	-9.5%	1.6%	2.7	2.1%	-0.9%	0.5%
O=C(c1ccc(Br)o1)N1CC=C(c2ccccc2)CC1	i	13.2%	-17.3%	-2.0%	8.6%	-3.6	7.7%	-11.0%	-0.5%
CC(=O)c1ccc(N(CC(=O)NC2CCCCC2)C(=O)CNC(=O)c2ccco2)cc1	i	7.0%	-37.7%	0.6%	-3.1%	-0.2	-4.2%	-15.0%	-0.6%
COc1cccc(C(=O)Nc2sc3c(c2C(=O)O)CCCC3)c1	i	-3.9%	-4.8%	2.0%	?	-0.7	14.9%	5.8µM*	0.3%
CCCn1nc(C(=O)OCC(=O)c2ccccc2)c2ccccc2c1=O	i	20.8%	15.3%	-19.4%	1.2%	6.9	-11.3%	1.0%	-0.4%
CCc1ccc2[nH]c(=O)c(CN(Cc3ccccc3)Cc3nnnn3C(C)(C)C)cc2c1	/	/	-87.0%	?	-11.3%	/	/	-19.4%	/
COCCNC(=S)N1CCN(c2cccc(C)c2C)CC1	i	-4.0%	-1.5%	-27.3%	-6.8%	1.2	-28.2%	?	-0.4%
CC(=O)N1CCCC1c1nc2ccccc2n1Cc1c(F)cccc1Cl (stereo not given)	i	/	0.8%	-14.5%	3.7%	/	9.8%	-18.9%	0.2%
CCN1CCc2c(sc(NC(=O)c3cc4ccccc4cc3OC)c2C(N)=O)C1	i	?	-111.4%	?	12.4%	-4.0	-35.5%	-20.7%	-2.2%
CC1CCCC(NC(=O)Cn2cc(Br)ccc2=O)C1C (stereo not given)	?	2.8%	6.2%	6.1%	-1.8%	-0.1	2.1%	3.6%	0.4%
COc1ccc(-c2nn(-c3ccccc3)cc2CNC[C@H]2O[C@@H](n3ccc(=O)[nH]c3=O)[C@H](O)[C@@H]2O)cc1	i	9.0%	1.5%	-0.1%	/	2.3	-3.4%	/	-0.2%
COc1ccc(-n2ncc3c2CC(C)(C)CC3NC(=O)c2ccnn2C)cc1 (stereo not given)	?	-2.1%	-0.7%	0.8%	-3.3%	-0.3	-11.0%	-20.4%	-0.7%
O=C1C2C3C=CC(CC3)C2C(=O)N1c1ccccc1 (stereo not given)	i	3.6%	-39.0%	0.7%	4.4%	-0.5	/	-4.9%	0.0%
CCc1ccc(OCC(=O)N(Cc2ccco2)Cc2ccccc2Cl)cc1	/	/	-32.1%	/	5.2%	/	/	?	5.5%
Cn1nc(C(C)(C)C)cc1C(=O)N1CCCC(c2cc(C(=O)Nc3ccccc3Cl)no2)C1 (stereo not given)	i	7.9%	-25.5%	-11.2%	/	-0.6	?	/	0.6%
Cc1cc(=O)oc2cc(O)c(N=Nc3ccccc3)cc12	i	-6.4%	-3.2%	-0.1%	6.6%	-2.4	20.8%	2.2%	?
CCOC(=O)c1c(C)[nH]c(C)c1S(=O)(=O)N1CCN(c2ccc([N+](=O)[O-])cc2)CC1	i	20.7%	-21.7%	-2.7%	-0.9%	1.6	/	-11.3%	5.0%
CCOC(=O)N1C(=O)NC(=O)C1c1ccc(Cl)cc1 (stereo not given)	i	5.0%	4.8%	-21.5%	-7.3%	-4.0	-2.1%	-1.3%	3.5%
Cc1cccc(NC(=O)C(=O)NCCCN2CCOCC2)c1	i	8.8%	0.0%&-14.2%	-0.5%&-0.2%	8.2%&0.1%	-3.8	3.8%&12.3%	?	1.8%&2.4%
Cc1ccc(S(=O)(=O)N2CCN(C(=O)[C@H](Cc3ccccc3)NC(=O)c3ccco3)CC2)cc1C	i	11.7%	0.8%	-8.2%	-0.6%	-2.7	27.2%	-6.9%	2.3%
COc1ccccc1CN1CCC(CNC(=O)c2cnn(-c3ccc(Cl)cc3)c2C2CCN(C(=O)OC(C)(C)C)CC2)CC1	/	/	-108.3%	10µM*	?	/	/	?	5.6%
O=C(Cn1nnc(-c2ccccc2F)n1)NCc1ccco1	i	15.5%	6.5%	10.5%	-4.1%	-0.1	-21.8%	5.7%	25.5%
CCC(=O)C1=C(c2ccc(OC)c(OC)c2)N(C(=O)CC)n2c(nnc2-c2ccc(C)cc2)S1	/	/	-7.3%	5.5%	-13.0%	/	/	/	-0.5%

Profiles as entered above:
Cc1cccc(NC(=O)C(=O)NCCCN2CCOCC2)c1 reads S2 tox = i; EPAC2 ag = 8.8%; HepG2 viability = 0.0%&-14.2%; TGFb SMAD3 inh = -0.5%&-0.2%; A549 tox = 8.2%&0.1%; IL-2 act = -3.8; ATXN2 expr inh = 3.8%&12.3%; Nrf2 inh = ?; Nrf2 ARE act = 1.8%&2.4%
CCCn1nc(C(=O)OCC(=O)c2ccccc2)c2ccccc2c1=O reads S2 tox = i; EPAC2 ag = 20.8%; HepG2 viability = 15.3%; TGFb SMAD3 inh = -19.4%; A549 tox = 1.2%; IL-2 act = 6.9; ATXN2 expr inh = -11.3%; Nrf2 inh = 1.0%; Nrf2 ARE act = -0.4%

(cont.)
SMILES	S2 tox	EPAC2 ag	HepG2 viability	TGFb SMAD3 inh	A549 tox	IL-2 act	ATXN2 expr inh	Nrf2 inh	Nrf2 ARE act
Cc1csc(SCC(=O)Nc2cc(C(C)(C)C)nn2-c2ccccc2)n1	i	12.5%	-6.3%	8.0%	-6.7%	-1.2	-11.8%	-5.8%	-0.7%
Cc1ccc(CNc2ncccc2-c2nc3cc(Cl)ccc3o2)cc1	i	5.4%	-17.2%	-13.4%	0.0%	-2.2	3.2%	?	1.9%
COc1ccc(-c2cc(C(F)(F)F)n3nc(C(=O)Nc4cc(Cl)cc(Cl)c4)cc3n2)cc1	i	/	-45.1%	0.5%	-0.2%	/	6.7%	11.6%	-0.8%
CC1(C)CC(=O)C2=C(C1)N(Cc1cccnc1)C(=O)C2(NC(=O)C1CC1)C(F)(F)F (stereo not given)	i	-9.7%	0.2%	5.0%	-18.5%	-2.7	-1.2%	-8.9%	-0.1%
CCCCn1c(NC(C)CC)nc2c1c(=O)[nH]c(=O)n2C (stereo not given)	i	-0.1%	11.0%	-11.9%	-11.7%	0.5	10.1%	-9.5%	0.1%
CCN(CC(=O)Nc1cc(C)on1)CC(=O)Nc1ccccc1C(F)(F)F	i	2.6%	-30.6%	?	-16.1%	2.1	-13.9%	-6.5%	2.0%
Cc1cc(C)cc(NC(=O)N2CCCC2C(=O)Nc2ccc(-n3cnnn3)cc2)c1 (stereo not given)	i	6.4%	-16.3%	-18.9%	-6.5%	0.3	-0.9%	11.1%	-0.3%
COc1ccc2c(CN3CCN(S(=O)(=O)c4cccs4)CC3)cc(=O)oc2c1	i	-2.5%	-7.7%	3.8%	-2.4%	-0.4	-9.0%	-8.8%	3.0%
CCOc1ccc(/C=N/Nc2cc(N3CCOCC3)ncn2)c(O)c1	?	4.1%	-2.0%	1.8%	/	-2.1	/	/	-0.3%
Cc1ccc(-n2nnnc2CNC(=O)c2cc(C(F)(F)F)cc(C(F)(F)F)c2)cc1C	/	/	-27.2%	?	2.0%	/	/	/	0.2%
Cc1c(C(=O)NCc2cccnc2)oc2ccc(S(=O)(=O)N3CCC4(CC3)OCCO4)cc12	i	9.3%	-14.2%	?	15.1%	1.8	0.8%	?	2.9%
